Screening results: PubChem, National Center for Advancing Translational Sciences (NCATS)
Menin MLL FP TR: menin-MLL binding inhibition, Texas Red mutant peptide; AID 1768; Potency, µM (titrated, usually from 61.6 µM), for inactives: at the top dose FP activity change, negative = inhibition, hits mostly inhibitors; 270,000 compounds, 0.23% hits; Menin + Texas Red MLL mutant peptide, fluorescence polarization; O00255; active = well fitted inhibition curve with a large enough effect in the polarisation, with a control signal flat, not every such curve was filed as active; inconclusive = small, poorly fitted or top-dose-only effect, or effect the other way, or a change in a side signal; inactive = no such curve, though single readings can be large or run the other way; the % refers to the polarisation; also: potency is read from the fitted curve at half-maximal effect; % of control where 0% means no effect; many of its hits are not listed in these tables
Target sequence (O00255 whole entry, looked up): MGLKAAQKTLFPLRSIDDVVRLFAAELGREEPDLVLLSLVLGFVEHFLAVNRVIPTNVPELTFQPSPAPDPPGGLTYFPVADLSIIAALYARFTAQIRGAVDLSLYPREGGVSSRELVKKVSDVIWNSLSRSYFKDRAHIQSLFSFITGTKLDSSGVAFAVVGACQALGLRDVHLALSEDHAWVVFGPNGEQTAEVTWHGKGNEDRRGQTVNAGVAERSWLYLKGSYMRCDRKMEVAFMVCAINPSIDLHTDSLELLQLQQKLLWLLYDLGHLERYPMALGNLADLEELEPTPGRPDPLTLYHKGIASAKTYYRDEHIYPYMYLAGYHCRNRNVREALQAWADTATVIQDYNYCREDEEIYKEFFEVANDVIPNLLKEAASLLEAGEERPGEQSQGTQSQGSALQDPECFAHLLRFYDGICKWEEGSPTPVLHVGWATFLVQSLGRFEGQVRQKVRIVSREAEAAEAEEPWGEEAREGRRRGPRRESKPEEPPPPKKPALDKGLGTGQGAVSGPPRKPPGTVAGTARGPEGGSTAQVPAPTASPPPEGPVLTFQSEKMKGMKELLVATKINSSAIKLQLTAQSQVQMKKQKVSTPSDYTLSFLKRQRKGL
B2AR arrestin: agonists driving beta-arrestin recruitment to human beta2-adrenergic receptor; beta-arrestin recruitment to beta2AR, cell-based reporter; P07550; Potency, µM (top dose mostly 46.1 µM), for the others: top-dose activation, usual class: activators; 330,000 compounds, 0.02% hits;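 also: potency is read from the fitted curve at half-maximal effect; 0% = DMSO controls and full agonism = EC100 isoproterenol or metaproterenol; nearly all actives have a fitted effect of over 65% in size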
TSG101-PTAP inh: blocks PTAP/TSG101 interaction to inhibit HIV-1 budding | Fluorescence polarization, FITC-PTAP peptide / Tsg101 binding | Potency, µM (top dose mostly 115 µM), for the others: at the highest dose activity change, negative = inhibition, most hits filed as inhibitors | 340,000 tested, under 10 active; active = well fitted inhibition curve with a large enough effect in the main read-out, with a control signal flat, not every such curve was filed as active; inconclusive = small, poorly fitted or top-dose-only effect, or effect the other way, or a change in a side signal; inactive = no such curve, though single readings can be large or run the other way; also: potency is read from the fitted curve at half-maximal effect; % of control where 0% means no effect
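Fluorescence polarization binding of Tsg101 binding domain (10 uM final) to FITC-labeled PTAP peptide (50 nM final) in HEPES pH 7.5 buffer with NaCl, Tween 20, EDTA, TCEP. Compounds added before peptide; binding 20 min at RT.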
Tb PFK inh: blocks T. brucei phosphofructokinase; T. brucei PFK, ADP-Glo luminescence; Potency, µM (series often up to 57.5 µM), for the others: at the top dose activity, negative = inhibition, hits mostly inhibitors; 330,000 compounds, 0.17% hits; AID 485367;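 also: potency is read from the fitted curve at half-maximal effect; 0% = uninhibited 1x PFK enzyme wells and -100% = no-enzyme wells; nearly all actives have a fitted effect of over 60% in size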
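Compounds were pin-transferred as a titration series up to 57 uM into substrate buffer (0.5 mM F6P, 0.1 mM ATP, pH 8.0), then 1.25 nM PFK was added and reactions ran 45 min before ADP-Glo detection.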
PKM2 activator: PKM2 (human) enzyme activation. P14618. purified PKM2, Kinase-Glo ATP luminescence, activation; response scale: 0% is enzyme alone, no compound. Potency, µM (top dose mostly 57.5 µM), without a hit: top-dose activation, actives largely listed as activators. 260,000 compounds, 0.34% hits; also: potency is read from the fitted curve at half-maximal effect; % is scaled to controls: 0 for no effect and ±100 for the full control effect; nearly all actives have a fitted effect of over 55% in size
Target sequence (P14618 whole entry, looked up): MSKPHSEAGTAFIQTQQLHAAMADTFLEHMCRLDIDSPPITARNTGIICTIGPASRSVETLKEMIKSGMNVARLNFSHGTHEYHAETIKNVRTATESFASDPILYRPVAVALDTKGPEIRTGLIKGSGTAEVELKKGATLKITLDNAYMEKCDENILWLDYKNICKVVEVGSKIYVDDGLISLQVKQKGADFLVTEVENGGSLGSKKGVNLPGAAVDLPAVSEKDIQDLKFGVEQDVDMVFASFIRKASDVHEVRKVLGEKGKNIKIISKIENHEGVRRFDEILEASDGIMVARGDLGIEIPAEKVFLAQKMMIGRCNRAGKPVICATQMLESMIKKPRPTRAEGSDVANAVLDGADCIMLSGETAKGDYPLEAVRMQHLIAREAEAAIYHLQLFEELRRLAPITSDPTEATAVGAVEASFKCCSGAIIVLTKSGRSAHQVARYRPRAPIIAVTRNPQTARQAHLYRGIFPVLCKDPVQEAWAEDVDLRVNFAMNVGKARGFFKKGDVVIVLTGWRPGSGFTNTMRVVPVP
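Purified hPK-M2 (>95% pure) converted ADP (0.1 mM final) to ATP with 0.5 mM PEP in 50 mM imidazole pH7.2, KCl, MgCl2, Tween 20, BSA; 1 h at room temperature. ATP detected by Kinase-Glo luminescence.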
GALK inh: galactokinase (human) inhibition; P51570; Purified GALK, Kinase-Glo residual ATP luminescence; Potency, µM (series often up to 57.5 µM), for inactives: at the highest dose activity change, negative = inhibition, hits mostly inhibitors; 270,000 compounds, 0.007% hits; AID 1868; also: potency is read from the fitted curve at half-maximal effect; % is scaled to controls: 0 for no effect and ±100 for the full control effect
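GALK at 5 nM final was combined with compound, 35 uM ATP and 100 uM galactose in HEPES pH8.0 with MgCl2 and DTT. The reaction ran one hour at room temperature before luminescent ATP detection.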
Giardia killer: Giardia lamblia killing; Giardia lamblia trophozoite viability; activity change, % at 7.66 µM, hits read low; 340,000 compounds, 0.15% hits; AID 540267; in the data active = activity change below about -80%; inconclusive = between about -30% and that limit;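 also: parasites exposed to compound for two days anaerobically before the ATP read; % is scaled to controls: 0 for no effect and ±100 for the full control effect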
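Compounds were tested on trophozoites seeded at 100 cells/well and held 48 hrs at 37 deg C anaerobically. An ATP-based luminescent kit measured the remaining live cells.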
FBPA coupling cs: coupling enzyme interference in Giardia aldolase counter-screen | activity change, negative = inhibition, % at 58.2 µM, hits read low | coupling enzyme system counterscreen, AmpLite Red fluorescence | AID 2472 | 290,000 compounds, 0.67% hits; in the data active = activity change below about -30%; also: % is scaled to controls: 0 for no effect and ±100 for the full control effect
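Activity here indicates interference with the coupling reaction, not aldolase inhibition. Compounds at 57.5 uM final met coupling enzymes for 10 min at RT; substrate and AmpLite Red detection followed, with a 525/598 nm fluorescence read after 20 min.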
a7 integrin act: activators of alpha7 integrin expression for muscular dystrophy; 350,000 compounds, 0.064% hits; Potency, µM (highest dose often 38.3 µM), for inactives: at the top dose activation, actives largely listed as activators; alpha7betagal myoblasts, beta-gal FDG fluorescence, 48 h;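 also: potency is read from the fitted curve at half-maximal effect; 100% = response of the positive control SU9516; nearly all actives have a fitted effect of over 60% in size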
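alpha7betagal+/- myoblasts (passage 13, 250/well) treated 48 h at 37C with compounds at 1:260 dilution of DMSO stock. Lysed, then beta-galactosidase activity read as FDG fluorescence (ex 480/em 540) after 30 min, with pre-read for autofluorescence.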
S-ASM inh: human S-ASM enzyme inhibition; 340,000 compounds, 0.006% hits; P17405; placental ASM, HMU-PC fluorogenic substrate, 60 min; Potency, µM (series often up to 57.5 µM), for inactives: top-dose activity change, negative = inhibition, usual class: inhibitors; also: potency is read from the fitted curve at half-maximal effect
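HMU-PC0 cleavage (9 uM final) by human placental ASM, 60 min at 37 °C following 10 min compound exposure at RT; stopped at pH 10, fluorescence Ex 386/Em 447 nm.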
Chronic BCR inh: inhibitors of chronic active B-cell receptor signaling; ABC-DLBCL IkBa-CBG/CBR reporter, luminescence ratio, 4 h; 340,000 compounds, 0.05% hits; Potency, µM (top dose mostly 46.1 µM), for inactives: at the highest dose ratio change, negative = lower green/red ratio, usual class: inhibitors; active = well fitted inhibition curve with a large enough effect in the signal ratio, with a control signal flat, not every such curve was filed as active; inconclusive = small, poorly fitted or top-dose-only effect, or effect the other way, or a change in a side signal; the % refers to the signal ratio;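 also: potency is read from the fitted curve at half-maximal effect; plate controls were basal doxycycline-induced cells for no effect and cells given 10 µM MG132 for full effect; MG132 reads +100%, hits lower the ratio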
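Cell line TMD8 (human ABC DLBCL), stably expressing tet-inducible CBG68-IkBa fusion and CBR; IMDM/0.5% FBS; cpd up to 46 uM; dox induction, 4 h, 37C/5% CO2; dual luminescence; green/red ratio; MG132 control.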
* = called active by the depositor; ? = inconclusive; / = no result given; [ ] = another dose, or the depositor's remark. Unless noted, calls follow the shape of the dose curve; as a rule, active = well fitted curve in the direction sought with a large enough effect; inconclusive = small, poorly fitted or top-dose-only effect, or another doubt; inactive = no such curve, though single readings can be large; an effect the other way counts as inactive or inconclusive.

SMILES | Menin MLL FP TR | B2AR arrestin | TSG101-PTAP inh | Tb PFK inh | PKM2 activator | GALK inh | Giardia killer | FBPA coupling cs | a7 integrin act | S-ASM inh | Chronic BCR inh
O=C(Nc1cccc(S(=O)(=O)N2CCCC2)c1)c1ccncc1 | / | -0.1% | 1% | 1% | -3% | -2% | -15 | / | 21% | 0% | 0%
O=c1c2c(nc3c(-c4cccc(Br)c4)c[nH]n13)CCCC2 | 8% | -0.2% | -20% | -6% | 0% | -1% | 0 | 4 | 16% | 0% | -5%
CCOC(=O)N1CCOCCOCCN(C(=O)OCC)CCOCC1 | -8% | 0.4% | 0% | -3% | 0% | 1% | 1 | 3 | 14% | 3% | 3%
CCOc1ccc(NC(=O)CN(C)S(=O)(=O)c2cccs2)cc1 | 8% | 0.0% | -6% | 0% | -11% | 0% | -8 | -1 | 10% | 2% | ?
CC(=O)NCc1nc2ccccc2n1Cc1ccccc1C | 8% | -0.9% | 1% | -1% | -1% | 5% | 7 | -2 | 10% | 2% | -2%
CC(C)(C)CN1CCNC(=O)C1CC(=O)NCCc1ccccc1F (stereo unspecified) | -1% | -0.9% | -2% | -3% | ? | 2% | 46[activator] | -7 | 3% | 15% | 1%
COc1cc(O)ccc1/C=N/NC(=O)c1ccc([N+](=O)[O-])cc1 | ? | -0.3% | -1% | -3% | 2% | -2% | -1 | 3 | -27% | -1% | -11%
O=C(/C=C/c1ccc(Cl)cc1Cl)N1CCc2ccccc21 | 9% | 1.8% | 0% | -7% | 3% | / | -18 | 0 | 20% | 0% | ?
Cc1cc(C(=O)O)ccc1[N+](=O)[O-] | / | 0.0% | 0% | 3% | / | / | -10 | / | / | -1% | -1%
COc1ccc(C(=O)C[n+]2ccc3c(c2)nnn3-c2ccccc2)cc1 | -14% | -0.8% | 1% | 0% | -10% | 0% | 10 | -2 | 14% | 1% | 1%
COC(=O)CCC[C@H]1CC2(C[C@H](CCCO[Si](C)(C)C(C)(C)C)N1C(=O)OC(C)(C)C)OCCO2 | / | 0.0% | ? | 1% | / | / | -24 | / | 28% | -1% | -13%
O=C(NCCC1=CCCCC1)c1ccc(Cl)c(S(=O)(=O)Nc2ccccc2)c1 | 0% | -1.1% | 0% | -4% | -6% | -1% | 4 | 3 | 0% | -13% | 16%
COc1cc(/C=N/n2cnnc2-n2nc(C)cc2C)cc([N+](=O)[O-])c1O | / | -0.3% | -1% | 4% | 3% | -1% | -1 | 3 | 17% | -2% | 11%
CCC(=O)c1c[nH]c(C(=O)NCc2cccc(C(F)(F)F)c2)c1 | 27% | -0.5% | 1% | -5% | / | 4% | 3 | 1 | ? | 0% | -8%
CC(=O)N1CCC(C(=O)OCc2ccccc2F)(c2ccccc2)CC1 | ? | 0.1% | -3% | 2% | 2% | 4% | 0 | 2 | -23% | -1% | 3%

Laid out differently: results already given.
Each structure is followed by: Menin MLL FP TR | B2AR arrestin | TSG101-PTAP inh | Tb PFK inh | PKM2 activator | GALK inh | Giardia killer | FBPA coupling cs | a7 integrin act | S-ASM inh | Chronic BCR inh
> O=C(/C=C/c1ccc(Cl)cc1Cl)N1CCc2ccccc21
 : 9% | 1.8% | 0% | -7% | 3% | / | -18 | 0 | 20% | 0% | ?
> Cc1cc(C(=O)O)ccc1[N+](=O)[O-]
 : / | 0.0% | 0% | 3% | / | / | -10 | / | / | -1% | -1%

(continued)
SMILES | Menin MLL FP TR | B2AR arrestin | TSG101-PTAP inh | Tb PFK inh | PKM2 activator | GALK inh | Giardia killer | FBPA coupling cs | a7 integrin act | S-ASM inh | Chronic BCR inh
COc1ccc(C2CC(c3cccs3)=NN2C(=O)CCl)cc1OC (stereo unspecified) | ? | -0.2% | -4% | 0% | 7% | -6% | -4 | -1 | -57%[inhibitor] | -1% | -19%
CCOC(=O)c1sc(Nc2ccc(OCC)cc2)nc1C | -8% | 0.1% | 2% | -1% | -1% | 0% | -11 | 0 | ? | -1% | -3%
COc1ccc(NC2CCCN(C(=O)COc3ccc(Cl)cc3C)C2)cc1OC (stereo unspecified) | / | 0.0% | -1% | 1% | 1% | -6% | -7 | / | 0% | -3% | 4%
O=c1cc(CN2CC(O)Cc3ccc4ccccc4c32)nc2sccn12 (stereo unspecified) | -9% | -0.1% | 1% | -1% | 3% | 0% | -9 | -6 | -12% | 3% | 0%
Cc1ccc(Nc2nnc(SCC(=O)NCc3ccco3)s2)cc1 | -5% | -0.1% | -3% | ? | 24% | 1% | 27 | 2 | -10% | 0% | -1%
COc1ccc(Cl)cc1S(=O)(=O)NC(C)C(=O)NCc1ccccn1 (stereo unspecified) | 9% | -0.1% | 2% | -11% | / | 5% | 8 | 7 | -10% | 0%[11.5 µM] | ?
COCCCNC(=O)c1cn(C)c(=O)c2c1c1ccccc1n2C | -7% | 0.2% | -3% | -6% | / | -1% | -2 | -2 | 10% | 6% | ?
COc1ccc(N(Cc2cc(=O)[nH]c3ccccc23)C(=O)CCl)cc1 | 10% | 0.4% | -3% | -2% | 7% | -6% | -19 | -1 | -69%[inhibitor] | 1% | ?
O=C(COC(=O)C1CCC(=O)N1)Nc1cccc([N+](=O)[O-])c1 (stereo unspecified) | / | -0.5% | -3% | 3% | / | / | 15 | / | -8% | -7% | 2%
COc1cccc(C(=O)Nc2ccccc2C(=O)NCC2CCCO2)c1 (stereo unspecified) | 11% | -0.7% | -1% | 0% | 0% | 4% | -7 | 1 | -22% | -1% | 0%
O=C(CN1C(=O)S/C(=C\c2ccc(Cl)cc2)C1=O)NC1C=CS(=O)(=O)C1 (stereo unspecified) | 20% | -1.1% | -4% | -1% | -4% | -2% | -28 | 0 | 0% | -2% | ?
CC(=O)Nc1ccc(NC(=O)C(C)Sc2nc3ccccc3c(=O)n2CC2CCCO2)cc1 (stereo unspecified) | / | 0.4% | -1% | 0% | / | / | 5 | / | 9% | -20% | 1%
CCNc1nc(NCC)nc(Oc2ccc(OCC)nn2)n1 | 5% | -0.6% | 0% | 0% | 4% | 7% | -3 | 2 | 8% | 2% | ?
CCCCCn1c(CCNC(=O)c2cccs2)nc2ccccc21 | -3% | 0.3% | -5% | 9% | -5% | -5% | 5 | -3 | 20% | 1% | -1%
O=C(Nc1cc2c3c(c1)CC(=O)N3CCC2)c1ccco1 | / | 0.0% | -3% | 4% | / | / | -18 | / | -4% | 1% | ?

Compounds listed so far with an aryl thioether with sulfur outside any ring (2):
SMILES | Menin MLL FP TR | B2AR arrestin | TSG101-PTAP inh | Tb PFK inh | PKM2 activator | GALK inh | Giardia killer | FBPA coupling cs | a7 integrin act | S-ASM inh | Chronic BCR inh
Cc1ccc(Nc2nnc(SCC(=O)NCc3ccco3)s2)cc1 | -5% | -0.1% | -3% | ? | 24% | 1% | 27 | 2 | -10% | 0% | -1%
CC(=O)Nc1ccc(NC(=O)C(C)Sc2nc3ccccc3c(=O)n2CC2CCCO2)cc1 (stereo unspecified) | / | 0.4% | -1% | 0% | / | / | 5 | / | 9% | -20% | 1%

Further results.
SMILES | Menin MLL FP TR | B2AR arrestin | TSG101-PTAP inh | Tb PFK inh | PKM2 activator | GALK inh | Giardia killer | FBPA coupling cs | a7 integrin act | S-ASM inh | Chronic BCR inh
CCC(CO)Oc1cc(NCc2ccc(F)cc2)c2ncn(C(C)C)c2c1 (stereo unspecified) | / | 0.9% | -2% | 10% | / | / | 2 | / | 22% | 6% | 3%
Cc1sc2nc(SCC(=O)N(CCO)CCO)n(C3CCCCC3)c(=O)c2c1C | 4% | -0.5% | -2% | 4% | 0% | 1% | 7 | -1 | -21% | -1% | 0%
CCCN(Cc1cc2cc(C)ccc2[nH]c1=O)C(=O)c1cccc(OC)c1 | 0% | -0.6% | -4% | 4% | -23% | 0% | 23 | 2 | -18% | -2% | -3%
Cc1cc(C)cc(OCC(=O)NNC(=O)c2cc3ccccc3oc2=O)c1 | -3% | -0.6% | -6% | 4% | -5% | / | 5 | -3 | -4% | 0% | 15%
Nn1c(SCC(=O)Nc2ccccc2C(F)(F)F)nncc1=O | 18% | -0.8% | 1% | 4% | -2% | 5% | 0 | 3 | 11% | -3% | -4%
CCNc1nc(NC(C)C)nc(N(C#N)C(C)C(=O)N(CC)CC)n1 (stereo unspecified) | / | 0.4% | -6% | -1% | -2% | -1% | 10 | 2 | 34% | 0% | 4%

Some of the compounds tested; rates above refer to the full screens.
